# RECQ1 helicase – inhibitors of human RECQ1 DNA helicase | Potency, µM (top dose mostly 57.3 µM), without a hit: at the highest dose activity, negative = inhibition, hits mostly inhibitors | RECQ1 DNA unwinding, red fluorescence kinetic read | AID 2549 | actives 0.54% (n = 240,000);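 further: plate controls were vehicle for no effect and no enzyme for full effect; nearly all actives have a fitted effect of over 30% in size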
#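 RECQ1T1 50 nM; forked duplex (20 bp + 30-nt ss tails) 200 nM, ATP 2 mM final; pH 8.0, 2 mM MgCl2, 2.5 ug/ml poly(dI-dC); 15 min compound preincubation; discontinuous kinetic read over 2 h at RT.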
# KinaseGlo FLuc – blocks Kinase-Glo luciferase, a counter-screen artifact. Potency, µM (highest dose often 38.3 µM), inactives show at the highest dose activity change, negative = inhibition, usual class: inhibitors. Kinase-Glo luciferase, ATP luminescence, 8 min. Q27757. AID 1379. actives 0.28% (n = 200,000); further: on the % scale 0 is the no-effect control and ±100 the full control effect; nearly all actives have a fitted effect of over 60% in size
#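 Light output from Kinase-Glo luciferase with luciferin and 10 uM ATP in 50 mM imidazole pH 7.2, KCl, MgCl2, Tween 20, BSA; compound pin-delivered, 8-min ambient incubation, then luminescence read.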
# JMJD2E inh – inhibitors of human JMJD2E histone demethylase | B2RXH2 | JMJD2E catalytic domain, FDH-coupled NADH fluorescence (FDH is formaldehyde dehydrogenase) | Potency, µM (top dose mostly 57.1 µM), for inactives: at the highest dose activity change, negative = inhibition, usual class: inhibitors | actives 1.6% (n = 230,000); active means well fitted inhibition curve with a large enough effect, not every such curve was filed as active; inconclusive means small, poorly fitted or top-dose-only effect, or another doubt; inactive means no such curve, though single readings can be large or run the other way;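 further: 0% = wells with enzyme and -100% = buffer wells without enzyme; nearly all actives have a fitted effect of over 50% in size; many of its hits are not listed in these tables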
# RGS12 GoLoco inh – inhibitors of human Gai1-RGS12 GoLoco interaction (red fluorophore). P63096. Gai1:RGS12 GoLoco peptide FP, rhodamine, 10 min. Potency, µM (highest dose often 61.6 µM), for inactives: at the highest dose activity, negative = inhibition, usual class: inhibitors. actives 0.44% (n = 230,000); active means well fitted inhibition curve with a large enough effect, not every such curve was filed as active; inactive means no such curve, though single readings can be large or run the other way; further: on the % scale 0 is the no-effect control and ±100 the full control effect; nearly all actives have a fitted effect of over 30% in size; many of its hits are not listed in these tables
# Target sequence (P63096 whole entry, looked up): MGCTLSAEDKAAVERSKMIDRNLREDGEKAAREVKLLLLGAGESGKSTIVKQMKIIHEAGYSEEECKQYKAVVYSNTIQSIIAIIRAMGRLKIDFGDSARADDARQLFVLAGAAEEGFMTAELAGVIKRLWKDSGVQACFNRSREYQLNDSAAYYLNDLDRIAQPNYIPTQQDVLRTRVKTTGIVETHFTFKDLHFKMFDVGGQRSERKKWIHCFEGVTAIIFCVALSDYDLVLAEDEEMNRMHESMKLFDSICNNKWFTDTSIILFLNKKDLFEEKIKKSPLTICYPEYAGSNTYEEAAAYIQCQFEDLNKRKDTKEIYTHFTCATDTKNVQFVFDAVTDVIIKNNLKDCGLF
# IMPase Li cell – membrane-permeable IMPase blocker, potentiated with lithium; CHO-M1 cells, IP1 TR-FRET (IP-One), carbachol + lithium; Potency, µM (titrated, usually from 59.4 µM), for inactives: top-dose activity, negative = IMPase inhibition, actives largely listed as inhibitors; actives 0.35% (n = 210,000); AID 1457;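 further: IP1 builds up when IMPase is blocked and the TR-FRET signal falls; plate controls were basal vehicle for no effect and high inhibitor control for full effect; nearly all actives have a fitted effect of over 50% in size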
#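 Concentration–response in CHO-M1 cells, lithium-potentiated; 30 min at 37C. IP1 detected by competitive TR-FRET after 10 min lysis at RT. Hill-fitted AC50.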
# SMN2 splice up – SMN2 splice variant enhancement; AID 1458; actives 2.8% (n = 210,000); HEK293 SMN2-luciferase splicing reporter, luminescence, 30-36 h; Potency, µM (doses to about 46.1 µM), for inactives: at the top dose activity change, positive = activation, most hits filed as activators; further: % of control where 0% means no effect; nearly all actives have a fitted effect of over 55% in size
#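 HEK293 cells carry an SMN2 minigene-luciferase reporter in which exon 7 inclusion puts luciferase in frame. Cells were seeded at 2000 cells/well, attached for 10-12 hours, then exposed to compounds for 30-36 hours at 37C before ONE-Glo luminescence.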
# Epigenetic reg – derepresses silenced GFP reporter in murine cells; murine LDR cells, GFP reporter derepression, 30 h; Potency, µM (highest dose often 53.9 µM), without a hit: top-dose GFP activation, actives largely listed as activators; actives 0.2% (n = 280,000); further: % of control where 0% means no effect; nearly all actives have a fitted effect of over 60% in size
#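 Murine LDR cells carrying a silenced, genomically integrated CMV-driven GFP reporter were exposed to compound for 30 hours at 37 C. After PBS washes, GFP-positive cells (20–120 um objects) were counted by laser-scanning microplate cytometry.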
# NPSR antagonist – neuropeptide S receptor (human) antagonism, cAMP; Q6W5P4; actives 1% (n = 220,000); Potency, µM (highest dose often 38.3 µM), for the others: top-dose activity change, negative = inhibition, actives largely listed as inhibitors; CHO-NPSR cells, cAMP TR-FRET, antagonist mode; further: on the % scale 0 is the no-effect control and ±100 the full control effect; nearly all actives have a fitted effect of over 50% in size; many of its hits are not listed in these tables
# Target sequence (Q6W5P4 whole entry, looked up): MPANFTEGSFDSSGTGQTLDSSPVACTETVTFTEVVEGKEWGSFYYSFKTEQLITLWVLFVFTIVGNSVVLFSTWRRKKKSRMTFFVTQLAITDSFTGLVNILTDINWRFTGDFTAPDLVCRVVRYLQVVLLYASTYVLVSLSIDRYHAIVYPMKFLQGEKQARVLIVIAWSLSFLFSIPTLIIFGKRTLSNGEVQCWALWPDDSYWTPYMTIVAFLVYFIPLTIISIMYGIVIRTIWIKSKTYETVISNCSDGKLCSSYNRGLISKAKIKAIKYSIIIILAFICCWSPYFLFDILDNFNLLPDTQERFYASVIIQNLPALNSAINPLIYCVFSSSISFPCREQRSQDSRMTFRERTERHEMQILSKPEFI
# * hit, by the source's call; i = inactive; ? = inconclusive; · = not tested or not shown; [ ] = remark or other dose. Unless noted, the call rests on the fitted dose curve; in most records, active means well fitted curve in the direction sought with a large enough effect; inconclusive means small, poorly fitted or top-dose-only effect, or another doubt; inactive means no such curve, though single readings can be large; an effect the other way counts as inactive or inconclusive. Potency means the concentration at half of the fitted maximal effect. The list is partial; rates above refer to the full screens.
Molecule	RECQ1 helicase	KinaseGlo FLuc	JMJD2E inh	RGS12 GoLoco inh	IMPase Li cell	SMN2 splice up	Epigenetic reg	NPSR antagonist
Cc1oc(C)c(C(=O)Nc2ccc(CC(=O)O)cc2)c1C(=O)Nc1ccc(CC(=O)O)cc1	-1%	7%	3%	7%	17%[38.3 µM]	32%	-2.0%	1%[46.1 µM]
N/C(=N\OC(=O)CCc1ccccc1)c1cccnc1	-7%	-2%	?	-7%	-1%	·	-0.3%	-9%
CCN(CC)c1ccc(/C=C2/C(=O)ON=C2C)cc1	-2%	-3%	5%	100%[activator]	4%	-2%	-1.1%	-17%
COc1ccc(CCN2CC(C(=O)NC3CCCCC3)CC2=O)cc1OC (stereo unspecified)	40µM*	3%	1%	12%	-1%	-23%	0.2%	7%
O=C(NC(=S)Nc1ccc(S(=O)(=O)N2CCCC2)cc1)C1CC1	i	-2%	-9%	14%	13%	2%	-0.6%	-18%
CCN(CC)S(=O)(=O)c1ccc(C)c(NC(=S)N2CCN(C/C=C/c3ccccc3)CC2)c1	-26%	-2%	-16%	1%	12%	-58%[inhibitor]	2.8%	-11%
CN(C)C(CNC(=O)c1cccnc1Sc1ccccc1)c1ccco1 (stereo unspecified)	i	-1%	-3%	0%	7%[38.3 µM]	14%	1.0%	-3%[46.1 µM]
CCC(C)NC(=O)Cn1c(=O)n(CCCCC(=O)NCc2ccco2)c(=O)c2ccccc21 (stereo unspecified)	-4%	0%	-4%	4%	1%[38.3 µM]	-44%[inhibitor]	-5.1%	-12%[46.1 µM]
Cc1cc(=O)[nH]c(N/N=C/c2cccc([N+](=O)[O-])c2)n1	-8%	-1%	-9%	-5%	-6%	11%	-1.1%	8%
CC1CC(C)CN(C(=O)c2cccc3c2-c2ccccc2C3=O)C1 (stereo unspecified)	i	·	4%	4%	·	·	-1.1%	2%
C=CCn1c(=NC(=O)c2cccc(N3C(=O)CCC3=O)c2)sc2cccc(OC)c21	-3%	·	?	9%	·	·	5.2%	-17%
Cc1cc(NC(=O)CSCc2nc(-c3cccc(Cl)c3)oc2C)no1	-3%	-1%	-5%	-3%	6%	-21%	5.7%	-1%
O=C(Nc1cccc2ccccc12)N1CCc2ccccc2C1	-5%	2%	?	11%	-3%	?	-1.1%	-8%[46.1 µM]
CN(C(=S)Nc1ccc(F)cc1)C1(c2ccccc2Cl)CCCCC1=O (stereo unspecified)	-3%	-1%	5%	-1%	8%[38.3 µM]	5%	-1.9%	-18%[46.1 µM]
COc1ccc(CC(=O)Nc2ccc3c(c2)CCC3)cc1OC	6%	-3%	-7%	1%	22%[38.3 µM]	-59%[inhibitor]	0.0%	?

# Reformatted with two lines to a compound: entries from further up.
# The line under a structure holds: RECQ1 helicase, KinaseGlo FLuc, JMJD2E inh, RGS12 GoLoco inh, IMPase Li cell, SMN2 splice up, Epigenetic reg, NPSR antagonist
Cc1oc(C)c(C(=O)Nc2ccc(CC(=O)O)cc2)c1C(=O)Nc1ccc(CC(=O)O)cc1
→ -1%, 7%, 3%, 7%, 17%[38.3 µM], 32%, -2.0%, 1%[46.1 µM]
N/C(=N\OC(=O)CCc1ccccc1)c1cccnc1
→ -7%, -2%, ?, -7%, -1%, ·, -0.3%, -9%
CCN(CC)c1ccc(/C=C2/C(=O)ON=C2C)cc1
→ -2%, -3%, 5%, 100%[activator], 4%, -2%, -1.1%, -17%
COc1ccc(CCN2CC(C(=O)NC3CCCCC3)CC2=O)cc1OC (stereo unspecified)
→ 40µM*, 3%, 1%, 12%, -1%, -23%, 0.2%, 7%
O=C(NC(=S)Nc1ccc(S(=O)(=O)N2CCCC2)cc1)C1CC1
→ i, -2%, -9%, 14%, 13%, 2%, -0.6%, -18%
CCN(CC)S(=O)(=O)c1ccc(C)c(NC(=S)N2CCN(C/C=C/c3ccccc3)CC2)c1
→ -26%, -2%, -16%, 1%, 12%, -58%[inhibitor], 2.8%, -11%
CN(C)C(CNC(=O)c1cccnc1Sc1ccccc1)c1ccco1 (stereo unspecified)
→ i, -1%, -3%, 0%, 7%[38.3 µM], 14%, 1.0%, -3%[46.1 µM]
CCC(C)NC(=O)Cn1c(=O)n(CCCCC(=O)NCc2ccco2)c(=O)c2ccccc21 (stereo unspecified)
→ -4%, 0%, -4%, 4%, 1%[38.3 µM], -44%[inhibitor], -5.1%, -12%[46.1 µM]
Cc1cc(=O)[nH]c(N/N=C/c2cccc([N+](=O)[O-])c2)n1
→ -8%, -1%, -9%, -5%, -6%, 11%, -1.1%, 8%
CC1CC(C)CN(C(=O)c2cccc3c2-c2ccccc2C3=O)C1 (stereo unspecified)
→ i, ·, 4%, 4%, ·, ·, -1.1%, 2%

# Entries of single compounds, looked up by structure. Screens in order: RECQ1 helicase, KinaseGlo FLuc, JMJD2E inh, RGS12 GoLoco inh, IMPase Li cell, SMN2 splice up, Epigenetic reg, NPSR antagonist
# `O=C(Nc1cccc2ccccc12)N1CCc2ccccc2C1` as listed: -5%, 2%, ?, 11%, -3%, ?, -1.1%, -8%[46.1 µM]
# `CCC(C)NC(=O)Cn1c(=O)n(CCCCC(=O)NCc2ccco2)c(=O)c2ccccc21` (stereo unspecified) as listed: -4%, 0%, -4%, 4%, 1%[38.3 µM], -44%[inhibitor], -5.1%, -12%[46.1 µM]

# Additional structures.
Molecule	RECQ1 helicase	KinaseGlo FLuc	JMJD2E inh	RGS12 GoLoco inh	IMPase Li cell	SMN2 splice up	Epigenetic reg	NPSR antagonist
O=C(CCCCCn1c(=O)[nH]c2ccsc2c1=O)NCc1ccc2c(c1)OCO2	2%	-5%	2%	-10%	-4%[38.3 µM]	9%	1.3%	-14%[46.1 µM]
CC(C)NCCOCCOc1ccccc1F	i	0%	?	-11%	30%[activator][38.3 µM]	7%	1.7%	3%[46.1 µM]
CC1C(C#N)=C(SCC(N)=O)NC2=C1C(=O)CC(C)(C)C2 (stereo unspecified)	-3%	·	?	0%	-7%	·	1.3%	4%
N#Cc1c(N)c(C#N)c(-c2ccc3c(c2)OCO3)c2c1CCCC2	-10%	12%	?	3%	-2%[38.3 µM]	-23%	-0.8%	?
Cc1ccccc1N=C1NC(=O)CC(c2ccccc2)S1 (stereo unspecified)	7%	-1%	-1%	-5%	0%[38.3 µM]	-7%	0.1%	11%[46.1 µM]
Cc1cccc(-c2csc(NC(=O)c3cnccn3)c2C(=O)OC(C)C)c1	-3%	-5%	7%	59%[activator]	22%[38.3 µM]	0%	-1.0%	-20%[46.1 µM]
C/C(CCC1CC(C)(C)OC1=O)=N\NC(N)=S (stereo unspecified)	-3%	·	0%	-3%	·	·	-1.0%	25%
CCONC(=NC)c1nonc1N	-11%	2%	-5%	0%	-3%	-3%	2.2%	8%
CCOCCCn1c(=N)c(C(=O)NCc2ccc3c(c2)OCO3)cc2c(=O)n3ccccc3nc21	-1%	-3%	?	33%[activator]	0%[38.3 µM]	23%	4.3%	-19%[46.1 µM]
COc1cc2c(C#N)c(N3CCCC3)nc(N)c2c(N)n1	-9%	·	?	6%	·	·	-2.2%	-18%

# Source: PubChem (National Center for Advancing Translational Sciences (NCATS))
